# PLCb3 inh – blocks human PLC-beta3 enzyme activity; inhibition, % at 12.2 µM; Purified PLC-beta3, fluorogenic substrate, fluorescence; Q01970; 370,000 tested, 0.18% active; in the data active = inhibition above about 11%;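 also: 0% = median of compound wells on plate and 100% = full blocker control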
# GAA850 FXN act – frataxin GAA850 promoter activation; HEK293 lucGAA850 FXN promoter luciferase reporter, 24 h; percent of 10 µM SAHA response; activation, % at 6 µM; 360,000 tested, 0.56% active; AID 540364;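 active = activation above the average of all compounds screened plus 3 SD, cutoff fixed separately per campaign, cut at about 7.5% in these data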;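 also: 0% = DMSO wells and 100% = 10 µM SAHA wells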
# PG9 binder – binds the HIV-1 gp120 antibody PG9 | 360,000 tested, 0.43% active | inhibition, % at 6.7 µM | TR-FRET gp120-PG9 antibody binding; in the data active = inhibition above about 8.5%
# SMARCA2 act – SMARCA2 function activation, primary screen; MG213 cells, MMTV-luciferase reporter, dexamethasone, overnight; activation, % at 9.1 µM; 370,000 tested, 1% active; AID 652017; in the data active = activation above about 7.8%;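 also: 0% = vehicle wells and 100% = reference activator wells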
# HGIII-sPLA2 inh – Inhibits HGIII-sPLA2 liposome hydrolysis, primary screen; Q9NZ20; QFRET BODIPY PC-A2 liposome hydrolysis, fluorescence; inhibition, % at 12.2 µM; 370,000 tested, 0.56% active; AID 743126;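 active = inhibition above mean plus 3 SD of compounds lying within the high and low control bounds, cut at about 19% in these data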;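 also: 0% = median of test compound wells and 100% = no enzyme DMSO wells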
# hcDAF12 agonist – activators of H. contortus DAF-12 nuclear receptor; 370,000 tested, 1.4% active; activation, % at 6.8 µM; HEK293 hcDAF-12 lit1-tk-luc reporter, luminescence; 0% DMSO, 100% Δ7-dafachronic acid; AID 652067;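 active = activation above the mean of all tested compounds plus 3 SD, cut at about 5.5% in these data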;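 also: 100% = response to 3 µM Δ7-dafachronic acid high control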
# DAX1 inh-1 – inhibitors of DAX1 repression of SF-1 activated StAR promoter; HEK293T StAR-luciferase reporter, SF-1/DAX-1 repression relief; inhibition, % at 6.8 µM; 370,000 tested, 1.1% active; AID 652010;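 active = inhibition above the mean over all tested compounds plus 3 SD, cut at about 3.6% in these data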;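 also: 0% = DAX-1 cells with DMSO and 100% = cells lacking DAX-1 with DMSO; higher inhibition means more luminescence from relief of DAX-1 repression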
# DAX1 inh-2 – inhibits human nuclear receptor DAX1 | P51843 | HEK293 Gal4-DAX1 luciferase reporter, luminescence | inhibition, % at 6.75 µM | 340,000 tested, 0.99% active | AID 504766;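 active = inhibition above the mean over all tested compounds plus 3 SD, cut at about 4.2% in these data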;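 also: 0% = DAX1-transfected cells with DMSO and 100% = empty-vector control cells with DMSO; inhibition shows as a rise in luminescence from relieved DAX1 repression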
# Target sequence (P51843 207-470 limits assumed): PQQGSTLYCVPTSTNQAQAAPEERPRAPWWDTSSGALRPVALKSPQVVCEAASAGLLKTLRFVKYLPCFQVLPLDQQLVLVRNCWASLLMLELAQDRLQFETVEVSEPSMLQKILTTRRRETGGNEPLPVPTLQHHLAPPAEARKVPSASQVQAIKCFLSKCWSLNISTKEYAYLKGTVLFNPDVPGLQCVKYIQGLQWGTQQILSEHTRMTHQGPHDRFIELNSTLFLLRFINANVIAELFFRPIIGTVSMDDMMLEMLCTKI
# ssDAF-12 act – activators of S. stercoralis DAF-12 nuclear receptor. HEK293 ssDAF-12/GRIP1 lit1-tk-luc reporter, luminescence; % of 3 µM dafachronic acid response. activation, % at 6.8 µM. 370,000 tested, 1% active. AID 652126;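 active = activation above the mean over all tested compounds plus 3 SD, cut at about 0.9% in these data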;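 also: 0% = DMSO-only wells and 100% = 3 µM delta7-dafachronic acid wells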
# hgDAF12 agonist – activates the H. glycines DAF-12 receptor ligand-binding domain; HEK293 GAL4-hgDAF12 UAS-luciferase reporter, agonist luminescence; normalized to butyrate control; activation, % at 6.8 µM; 370,000 tested, 1.8% active; AID 687014;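 active = activation above a cutoff set at the mean of all screened compounds plus 3 SD, cut at about 10% in these data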;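 also: 0% = DMSO wells and 100% = sodium butyrate wells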
# NR1D1 modulator – modulators of human Rev-erb alpha DNA binding. 370,000 tested, 0.79% active. AID 1259318. Rev-erbα–FITC-DNA binding, fluorescence polarization, 90 min. activity, % at 10 µM. P20393;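 active = activity above about 14%, limit read from the data; passing the limit was not always enough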;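 also: 0% = DMSO wells with 35 nM protein and 100% = DMSO wells with 750 nM protein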
# Target sequence (P20393 whole entry, looked up): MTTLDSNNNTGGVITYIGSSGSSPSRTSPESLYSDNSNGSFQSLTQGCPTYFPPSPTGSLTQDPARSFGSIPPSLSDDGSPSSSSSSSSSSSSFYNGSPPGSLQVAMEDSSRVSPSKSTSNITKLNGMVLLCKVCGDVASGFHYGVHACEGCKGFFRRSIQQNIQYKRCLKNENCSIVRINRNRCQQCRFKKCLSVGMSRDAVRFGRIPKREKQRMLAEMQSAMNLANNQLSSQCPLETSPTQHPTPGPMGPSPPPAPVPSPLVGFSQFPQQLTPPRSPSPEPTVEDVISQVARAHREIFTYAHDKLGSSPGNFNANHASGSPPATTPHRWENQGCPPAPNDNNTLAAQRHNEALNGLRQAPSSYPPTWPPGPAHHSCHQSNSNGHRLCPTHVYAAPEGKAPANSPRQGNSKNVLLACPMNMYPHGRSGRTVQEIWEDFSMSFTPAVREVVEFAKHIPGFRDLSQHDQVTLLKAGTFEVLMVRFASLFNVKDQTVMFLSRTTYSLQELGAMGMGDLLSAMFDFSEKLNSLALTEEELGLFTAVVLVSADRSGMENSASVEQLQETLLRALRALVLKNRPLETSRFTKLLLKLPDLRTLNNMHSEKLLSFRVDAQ
# * = called active by the depositor; x = no result given. Compounds were not picked by outcome; any-hit rate near 7%.
No.	Compound	PLCb3 inh	GAA850 FXN act	PG9 binder	SMARCA2 act	HGIII-sPLA2 inh	hcDAF12 agonist
1	CS(=O)(=O)N(CC(=O)Nc1ccccc1Br)Cc1ccccc1	-5	0.1	-0.1	-2	-3	-2.5
2	O=C(NC1=NCCS1)C1CCN(S(=O)(=O)c2ccccc2C(F)(F)F)CC1	-9	1.1	0.2	-3	7	-0.1
3	CCOC(=O)[C@]12CCCC=C1N(Cc1ccc3c(c1)OCO3)C(=O)[C@H](CC(=O)N1CCCCC1)C2	1	x	0.5	-2	3	-1.7
4	Cc1cccc(NC(=O)CC(C)(C)C)c1	3	4.3	-0.7	0	3	-0.6
5	CCC(C(=O)NC1CCCC1)N(C(=O)Cn1nnc(-c2ccc(C)o2)n1)c1ccc(OC)cc1 (stereo unspecified)	-2	1.4	-1.0	-3	1	-0.9
6	CCOC(=O)N1CCN(CC(=O)Nc2ccc(C)c(Br)c2)CC1	1	-0.3	-0.8	0	-2	-0.4
7	CCOC(=O)c1ccc2nc(NC(NC(C)=O)(C(=O)OC)C(F)(F)F)sc2c1 (stereo unspecified)	4	-2.2	-2.2	6	6	-0.1
8	COc1ccc(N2CC(C)Cn3c2nc2c3c(=O)[nH]c(=O)n2C)cc1 (stereo unspecified)	0	-1.0	-0.1	-5	6	-1.6
9	O=C(COc1ccc(C(=S)N2CCOCC2)cc1)N1CCCC1	-14	-1.2	-1.8	-3	0	-1.9
10	Cn1c(Cn2c(=O)sc3ccccc32)nnc1SCC(=O)Nc1ccccc1	2	-2.0	-2.7	1	-2	0.0

No.	DAX1 inh-1	DAX1 inh-2	ssDAF-12 act	hgDAF12 agonist	NR1D1 modulator
1	0.0	0.3	-1.5	-1.4	-1
2	-0.5	-0.1	-1.2	-1.5	2
3	-2.2	x	-1.6	1.5	2
4	-0.1	0.2	-0.9	0.1	-2
5	0.2	0.5	-0.8	-3.4	1
6	-0.4	-1.1	-1.1	-1.2	3
7	0.5	-0.8	0.0	-0.6	6
8	0.8	1.2	-1.8	-1.1	4
9	0.6	0.1	-1.1	-1.6	4
10	-0.3	1.9	-1.3	2.2	2

# (listing goes on)
No.	Compound	PLCb3 inh	GAA850 FXN act	PG9 binder	SMARCA2 act	HGIII-sPLA2 inh	hcDAF12 agonist
11	CC(C)C1Cc2c(sc3c2c(=O)n(Cc2ccccc2)c2nncn32)CO1 (stereo unspecified)	3	3.0	0.9	0	4	-1.4
12	O=C1C(c2ccccc2)=[N+]([O-])c2ccccc21	-66	-3.0	-0.9	1	17	-1.7
13	O=C(Cc1cccc(F)c1)N1CCOCC1	-7	1.3	-3.2	0	-2	-0.5
14	C=COCCNC(=O)C(=O)NC(C)C	4	1.2	0.7	-2	7	-0.4
15	O=C(NC1CCc2ccccc21)c1cc(COc2ccc(F)cc2F)on1 (stereo unspecified)	3	0.4	-3.2	-5	-2	-0.9
16	CC(C)c1ccc(CNc2cc(N3CCCC3)ccc2[N+](=O)[O-])cc1	0	-0.2	-2.5	7	-4	-0.2
17	O=C1/C(=C\c2ccncc2)SC(=S)N1C1CCCCC1	2	-1.3	1.5	-1	-4	0.2
18	CCC(=O)Nc1cccc(Oc2nc(C)cc(C)c2C#N)c1	2	-1.4	1.4	-3	0	-0.3
19	CCOc1ccc(-n2c(SCC(=O)Nc3cc(C)on3)nc3c([nH]c4ccccc43)c2=O)cc1	2	1.8	-2.0	-2	1	4.0
20	COc1ccc([N+](=O)[O-])cc1NC(=O)C(C)N1CCN(C(=O)c2ccco2)CC1 (stereo unspecified)	1	0.4	0.7	2	0	-0.8

No.	DAX1 inh-1	DAX1 inh-2	ssDAF-12 act	hgDAF12 agonist	NR1D1 modulator
11	-0.6	0.3	-1.5	-1.2	3
12	-1.4	-2.0	-1.5	-3.7	0
13	-0.8	-0.3	-1.7	-1.3	-6
14	-0.3	1.0	-1.0	0.7	-3
15	-0.7	-1.2	-0.3	0.1	0
16	0.1	-1.2	-1.0	0.2	4
17	0.1	-1.0	0.2	-1.5	-3
18	-1.6	-1.0	-1.0	-1.4	-2
19	0.7	0.9	-1.0	-2.3	-6
20	0.1	-0.2	-0.9	-2.7	6

# Remaining list, next part
No.	Compound	PLCb3 inh	GAA850 FXN act	PG9 binder	SMARCA2 act	HGIII-sPLA2 inh	hcDAF12 agonist
21	O=C(NN1C(=O)/C(=C/c2cccs2)SC1=S)c1ccncc1	-7	-0.1	-4.8	6	-9	1.1
22	Cc1ccc(CN2CCSCC2)c(C)c1	0	-0.2	-0.4	-1	4	-2.6
23	COc1ccc(-c2csc(NC(=O)c3ccc(OCC(=O)N4CCOCC4)c(OC)c3)n2)cc1OC	-34	-6.1	-0.2	-6	-19	-3.5
24	CC(=O)N1CCc2c(sc(NC(=O)C3CCCN3S(=O)(=O)c3cccs3)c2C#N)C1 (stereo unspecified)	-34	-3.6	3.4	-1	-3	-2.0
25	CC(C)C[C@H](NC(=O)NC1CCCc2ccccc21)C(=O)O (stereo partly specified)	-6	0.2	-0.9	-3	6	-0.9
26	Cc1cc(O)ccc1NC(=O)CCN1C(=O)c2ccc([N+](=O)[O-])cc2C1=O	2	3.0	-2.0	1	-5	-0.7
27	CC(C)n1nnnc1C1c2ccccc2C(=O)N1CCc1ccc(O)cc1 (stereo unspecified)	-2	x	1.3	-1	2	-0.2
28	O=C(O)c1cccnc1SC1CC(=O)N(c2cccc(C(F)(F)F)c2)C1=O (stereo unspecified)	2	-1.5	3.8	-2	-6	1.2
29	NS(=O)(=O)c1ccc(Sc2ccc3c(c2)CCC3)nc1	-8	-0.9	-0.3	-1	-3	0.1
30	CC1(C(=O)Nc2cccc(OC(F)(F)F)c2)Cc2c(-c3ccc(C(N)=O)cc3)ccnc2O1 (stereo unspecified)	1	-2.5	-0.6	-4	3	-1.4

No.	DAX1 inh-1	DAX1 inh-2	ssDAF-12 act	hgDAF12 agonist	NR1D1 modulator
21	0.1	0.1	-0.6	0.7	-1
22	0.8	0.7	-1.5	-3.2	-4
23	-3.0	-0.9	-3.1	-11	1
24	-1.8	-0.2	-0.8	-2.4	-9
25	-0.2	0.1	-1.5	-1.5	-1
26	-0.2	-0.1	-1.6	0.4	1
27	1.2	x	-0.4	1.5	-2
28	0.0	1.2	-1.3	1.4	-5
29	-0.6	-0.7	-1.4	0.0	6
30	-1.7	x	-1.0	1.0	4

# (listing goes on)
No.	Compound	PLCb3 inh	GAA850 FXN act	PG9 binder	SMARCA2 act	HGIII-sPLA2 inh	hcDAF12 agonist
31	CN(Cc1ccc(C(C)(C)C)cc1)C(=O)c1ccc2c(c1)OCO2	-4	2.6	0.3	-2	-1	1.6
32	CN(C)c1ccnc2sc3c(NCC(O)CO)ncnc3c12 (stereo unspecified)	-39	0.7	-0.5	-2	5	0.5
33	CCOC(=O)C1CCN(S(=O)(=O)c2ccc3c(c2)CC(=O)N3C)CC1	-5	0.8	-0.1	1	3	-0.8
34	N#C/C(=C\c1ccc(Br)s1)C(=O)N1CCN(c2ccccc2)CC1	0	3.5	0.0	-1	7	0.5
35	CC(c1ccccc1)N1C(=O)C2C3CCC(C3)C2C1=O (stereo unspecified)	4	0.2	-2.1	2	7	-0.1
36	COc1cc2c(cc1OC)C(c1ccc(-c3ccc(Cl)cc3Cl)o1)=NCC2	-127	-6.5	-0.1	-6	-13	-3.5
37	CC(C)NC(=O)Cn1c(=O)n(CC(=O)N2CCCCC2)c(=O)c2sccc21	-4	-0.1	0.8	-4	2	-1.4
38	C=C1CCC2[C@](C)(CO)[C@H](O)CC[C@@]2(C)[C@@H]1/C=C/C1=CCOC1=O (stereo partly specified)	4	0.7	1.7	1	-9	-1.7
39	COc1cccc(COc2ccc3ccc(=O)oc3c2)c1	-10	2.8	-0.1	7	-5	0.2
40	COc1ccc(-c2nnc(SCC(=O)N3CCCC(C)C3)o2)c(OC)c1 (stereo unspecified)	0	-0.4	-2.6	6	-2	-1.9

No.	DAX1 inh-1	DAX1 inh-2	ssDAF-12 act	hgDAF12 agonist	NR1D1 modulator
31	1.5	1.9	-0.5	0.1	2
32	-0.3	-1.8	-1.8	0.7	-7
33	-0.3	0.3	-0.5	0.6	-6
34	-0.5	-0.3	-1.2	-0.9	0
35	0.3	-0.3	-1.6	4.9	2
36	-3.3	-3.4	-2.6	-5.5	2
37	-0.9	0.8	-0.5	1.4	-5
38	-1.1	1.0	-2.0	-2.6	5
39	0.5	2.5	1.0*	9.6	1
40	0.6	-0.9	-1.5	-1.5	-5

# (further entries)
No.	Compound	PLCb3 inh	GAA850 FXN act	PG9 binder	SMARCA2 act	HGIII-sPLA2 inh	hcDAF12 agonist
41	O=C(c1ccccc1)c1cc2c(cc1[N+](=O)[O-])OCCO2	0	2.2	-2.6	3	5	-0.1
42	CSc1cccc(NC(=O)Nc2ccccc2C(N)=O)c1	-40	1.3	-0.7	0	-3	0.8
43	Cc1cccc(C(=O)Nc2c(-c3ccc(F)cc3)nc3ncccn23)c1	-348	x	x	-3	-1	-3.1
44	CCC(c1nnnn1CCc1ccccc1)N(Cc1ccco1)Cc1cc2cc(C)cc(C)c2[nH]c1=O (stereo unspecified)	-9	-1.0	-3.4	0	-20	-2.6

No.	DAX1 inh-1	DAX1 inh-2	ssDAF-12 act	hgDAF12 agonist	NR1D1 modulator
41	-0.2	1.3	-0.6	-0.7	5
42	-0.1	-0.7	-0.4	1.9	5
43	-1.2	x	-1.2	-2.5	5
44	-1.3	-0.4	-1.3	-3.5	-1

# Source: PubChem
